LAP4 TOR yeast – modulators of TOR pathway LAP4-GFP in S. cerevisiae; S. cerevisiae LAP4-GFP multiplex, flow cytometry GFP, 3 h; median GFP as percent of DMSO wells; GFP response vs DMSO, % at 10 µM; 0.34% of 320,000 active; AID 2023;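 active = GFP response vs DMSO above a set limit, about the screen mean plus 3 SD, cut at about 150% in these data; inconclusive = under 70 cell events counted for the yeast strain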
RPL19A TOR yeast – alters RPL19A-GFP fluorescence in TOR pathway yeast screen. S. cerevisiae RPL19A-GFP strain, flow cytometry, 3 h; hits give low values. percent response vs DMSO, % at 10 µM. 0.3% of 330,000 active. AID 2025;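 active = percent response vs DMSO below 50%; inconclusive = fewer than 70 events counted for the yeast strain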;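 note: median channel GFP fluorescence of the barcoded RPL19A-GFP strain; ratio of sample median GFP to plate DMSO average so 100% = DMSO; lower means less RPL19A-GFP as with rapamycin TOR inhibition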
VLA-4 inh – inhibition in a human VLA-4 binding assay; P13612; VLA-4 expressing cells, ligand binding flow cytometry; inhibition, % (about 7 µM as worked out from the volumes in the protocol); 0.2% of 330,000 active; in the data active = inhibition above about 50%
CR mimetic SO – caloric restriction mimetics inhibiting age-related superoxide in yeast; S. cerevisiae aged cells, superoxide DHE fluorescence; hits give low values; 0.18% of 330,000 active; superoxide response (% of plate mean), % at 10 µM; AID 2690;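 active = superoxide response under a set limit, about three screen SD below normal, cut at about 65% in these data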;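 note: yeast aged for seven days with compound at 30 °C before DHE staining; 100% = average MFI of all compound-treated wells on the plate with controls excluded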
AGP1-GFP MLPCN – modulators of TOR pathway AGP1-GFP in S. cerevisiae. S. cerevisiae AGP1-GFP multiplex flow cytometry, 3 h; GFP as percent of DMSO wells. GFP response vs DMSO, % at 10 µM. 0.02% of 320,000 active. AID 2066;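 active = GFP response relative to DMSO above a set limit, near screen average plus 3 SD, cut at about 150% in these data; inconclusive = fewer than 70 cells counted for the yeast strain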;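 note: median GFP channel fluorescence of the gated AGP1 strain per well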
CIT2 TOR yeast – yeast TOR pathway CIT2-GFP modulation | 0.065% of 320,000 active | GFP response vs DMSO, % at 10 µM | S. cerevisiae CIT2-GFP strain, flow cytometry, 3 h; 100 means same as DMSO wells;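 active = GFP response relative to DMSO above a set limit, near the screen mean plus 3 SD, cut at about 150% in these data; inconclusive = Fewer than 70 cells measured for a yeast strain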;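 note: ratio of well median GFP fluorescence to mean of DMSO wells on the plate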
GRK2 inh – human GRK2 inhibition via aptamer displacement; inhibition of aptamer binding, % at 10 µM; bead flow cytometry, FAM-aptamer displacement from GRK2; AID 488847; 0.59% of 330,000 active;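 active = inhibition of aptamer binding above 40%, roughly 3 SD of noise, on plates passing a quality check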;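 note: median bead fluorescence of bound FAM aptamer so fluorescent compounds give negative values; no value below 0 was filed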
Target sequence (P25098 whole entry, looked up): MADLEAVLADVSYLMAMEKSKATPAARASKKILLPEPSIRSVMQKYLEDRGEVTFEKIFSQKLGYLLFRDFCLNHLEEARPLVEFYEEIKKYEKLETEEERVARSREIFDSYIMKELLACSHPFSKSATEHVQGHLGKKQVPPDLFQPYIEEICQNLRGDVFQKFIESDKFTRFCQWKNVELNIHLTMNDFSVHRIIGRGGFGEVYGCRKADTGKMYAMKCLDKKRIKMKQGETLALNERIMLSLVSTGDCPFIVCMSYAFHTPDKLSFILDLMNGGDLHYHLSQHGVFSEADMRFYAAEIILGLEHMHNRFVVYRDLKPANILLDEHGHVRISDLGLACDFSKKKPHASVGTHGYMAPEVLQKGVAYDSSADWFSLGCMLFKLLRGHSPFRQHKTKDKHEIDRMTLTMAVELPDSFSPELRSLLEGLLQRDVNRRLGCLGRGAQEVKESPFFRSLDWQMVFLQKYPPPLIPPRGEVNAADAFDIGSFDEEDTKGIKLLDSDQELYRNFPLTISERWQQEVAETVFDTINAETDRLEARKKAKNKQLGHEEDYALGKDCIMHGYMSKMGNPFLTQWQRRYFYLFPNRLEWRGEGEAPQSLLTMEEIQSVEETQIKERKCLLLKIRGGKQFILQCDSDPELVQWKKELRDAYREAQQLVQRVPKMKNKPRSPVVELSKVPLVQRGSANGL
MEP2 TOR yeast – alters MEP2-GFP fluorescence in TOR pathway yeast screen. S. cerevisiae MEP2-GFP strain, flow cytometry GFP, 3 h; 100% = DMSO control level. GFP response vs DMSO, % at 10 µM. 0.51% of 330,000 active. AID 2016;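 active = GFP response versus DMSO above a set limit, roughly screen mean plus 3 SD, cut at about 180% in these data; inconclusive = fewer than 70 cells counted for a yeast strain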;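 note: median GFP fluorescence of the barcode-gated MEP2-GFP cells per well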
* marks the source's active call; other numbers are inactive results; ? = inconclusive; / = not tested or not shown; [ ] = another dose, or the depositor's remark.

smiles	LAP4 TOR yeast	RPL19A TOR yeast	VLA-4 inh	CR mimetic SO	AGP1-GFP MLPCN	CIT2 TOR yeast	GRK2 inh	MEP2 TOR yeast
O=C(CCC(=O)Nc1ccc(F)cc1)N/N=C/c1c[nH]c2ccccc12	86	106	14	89	104	105	4	102
Cc1cccc(-n2ncc3c(=O)[nH]c(SCC(=O)Nc4cc(C)on4)nc32)c1	90	105	4	95	104	108	2	108
COc1ccccc1OCC(=O)Nc1ccc(NC(=O)COc2ccccc2OC)cc1	101[may fluoresce green]	103[may fluoresce green]	-14	94	97[may fluoresce green]	96[may fluoresce green]	1	107[may fluoresce green]
O=C(CCSc1nnc2scc(-c3ccccc3)n12)NCc1ccc2c(c1)OCO2	108	95	8	98	97	95	1	100
COc1ccc(OC)c(NC(=O)CCN2CCN(C/C=C/c3ccccc3)CC2)c1	98	107	4	107	104	110	0	115
COc1ccc(C(=O)C2CCCN(C(=O)CCNC(C)=O)C2)cc1OC (stereo unspecified)	84[may fluoresce violet]	91[may fluoresce violet]	8	103	87[may fluoresce violet]	?	3	83[may fluoresce violet]
O=C(NC(=S)Nc1ccc(Oc2ccc(Cl)cc2)cc1)c1ccccc1	106	99	0	113	/	102	1	110
O=C(NC1CCCC1)C(c1ccccc1)N(C(=O)c1ccno1)c1ccccc1 (stereo unspecified)	91[may fluoresce violet]	81[may fluoresce violet]	-10	83	21[may fluoresce violet]	?	3	123[may fluoresce violet]
COc1ccc(NC(=O)CC2SC(=N)N(c3ccccc3)C2=O)c(OC)c1 (stereo unspecified)	104	97	9	113	103	102	2	102
O=C(c1cccc(C(=O)N2CCN(Cc3ccccc3)CC2)c1)N1CCN(Cc2ccccc2)CC1	105	104	-8	109	94	113	2	107
COc1ccc(-c2nc(-c3ccncc3)no2)cc1OC	108	100	10	103	100	104	0	99
CCOC(=O)c1c(NC(=O)CSc2nnc(-c3ccccc3)n2CC)sc(C(C)=O)c1C	111	101	-31	106	99	101	0	97
CCN(CC)CCCNC(=O)c1ccc(N2CCCCC2)c(NS(=O)(=O)c2ccc(C)cc2)c1	110	101	-7	87	107	99	0	112
CCN1/C(=C2\C(=O)N(C)C(=S)N2c2ccccc2)C=Cc2ccccc21	85	97	4	108	94	86	0	97
O=C1c2ccccc2C(=O)N1CCCCN(C(=O)c1cc2ccccc2oc1=O)c1ccc(F)cc1F	101	102	26	88	105	101	0	101
Cc1ccc(N=Cc2ccc(O)cc2O)cc1F	87	100	-29	100	100	97	0	103
COc1ccc(Cl)cc1C(=O)NNC(=O)c1ccncc1	97	105	-1	100	100	109	3	101
CCOC(=O)N1CCC(Nc2c(Nc3ccc(C)c(C)c3)c(=O)c2=O)CC1	99	/	-9	91	98	108	0	101
CCCc1cc(=S)n2c([nH]c3ccccc32)c1C#N	114[may fluoresce violet]	96[may fluoresce violet]	7	101	23[may fluoresce violet]	?	1	136[may fluoresce violet]
O=C(OCC(=O)N1CCc2ccccc2C1)c1ccc(O)cc1	94	96	9	96	96	93	1	92
O=C(COC(=O)Cn1cnc2ccccc21)NCCc1ccc(Cl)cc1	94	99	-16	90	99	98	0	96
CCC(C)NC(=O)C1CCC(CNS(=O)(=O)c2ccccc2)CC1 (stereo unspecified)	83	102	-1	104	93	97	0	97
COc1ccc(CCN(C)C(=O)COc2ccc(C(=O)c3ccccc3)cc2)cc1OC	93	105	1	87	110	114	0	98
Cc1[nH]c(=O)[nH]c(=O)c1S(=O)(=O)N1CCOCC1	98	97	19	98	98	90	1	97
Cc1c(N2C(=O)c3ccccc3C2(O)c2ccccc2)c(=O)n(-c2ccccc2)n1C (stereo unspecified)	105	100	1	117	100	99	0	102
CCOc1cc(C(=O)N2CCN(c3ccc(C(C)=O)cc3)CC2)cc(OCC)c1OCC	104	95	1	118	102	97	0	100
Cc1ccc(-c2cnc(-c3ccccc3C(=O)O)o2)cc1	108	104	7	112	102	88	1	96
CC(C)(CNC(=O)c1cccc(S(=O)(=O)Nc2ccc(Br)cc2)c1)N1CCOCC1	110	98	-4	101	110	108	0	101
COCCn1c(SCc2cccc([N+](=O)[O-])c2)nc2ccccc2c1=O	112	99	-3	97	98	92	0	106
Cc1c(Cl)cccc1NC(=O)Cn1nnc(C(=O)NCc2cccs2)c1N	95	108	1	90	104	106	0	101
Cc1ccc2cc(/C=N/NC(=O)[C@@H]3CCCN3)c(Cl)nc2c1	103	99	-3	92	105	98	0	100
Cc1ccc2nc(-c3ccc(N4C(=O)CC(N5CCC(C(N)=O)CC5)C4=O)cc3)sc2c1 (stereo unspecified)	112	108	8	103	104	104	1	106
CC(=O)c1cc2c(cc1NC(=O)c1ccc(Cl)cc1)OCCO2	88	105	11	100	97	106	0	112
COc1cccc2c(SCC(=O)N/N=C/c3ccccc3)cc(C)nc12	96	103	3	103	100	96	0	103
CN1CCN(S(=O)(=O)c2cccc(C(=O)Nc3nc(-c4ccccc4)cs3)c2)CC1	103	97	-4	118	99	99	4	103
COc1ccc(OC)c(C(=O)N2CCC(n3nccc3NC(=O)CC(C)C)CC2)c1	84	98	-4	92	92	92	5	95
CN(C)c1ccc(/C=N/OC(=O)Nc2ccccc2Cl)cc1	96	101	12	103	96	104	0	109
COC(=O)[C@H](C)NC(=O)Nc1ccc(C)c(C)c1	98	98	5	100	100	88	2	101
Cc1ccc(S(=O)(=O)N(C)CC(=O)N2CCCc3ccccc32)cc1	96	97	8	108	97	87	2	94
O=C(N/C(=C\c1cccc([N+](=O)[O-])c1)C(=O)N1CCOCC1)c1cccc(Br)c1	87	107	-2	97	100	112	0	101
CCn1cc(/C=N\NC(=O)Cc2ccc([N+](=O)[O-])cc2)c(C)n1	94	98	20	108	100	100	0	104
COc1cccc(C#Cc2c(CO)[nH]c3ccccc23)c1	101	96	0	101	97	94	2	87
CC1=CC(C)(C)N2C(=O)C(=O)c3cc(OC(=O)c4ccco4)cc1c32	91	87	25	97	88	86	0	89
CN(C)S(=O)(=O)c1ccc(Cl)c(NC(=O)C2CCN(S(=O)(=O)c3cccs3)CC2)c1	104	106	-5	84	110	101	3	107
CCc1nnc(NS(=O)(=O)c2ccc(NC(=O)c3cccc([N+](=O)[O-])c3)cc2)s1	92	95	-4	120	98	107	5	97
CCN1C(=S)SC(=O)C1=C1C=C(C)N(Cc2ccco2)C(C)=C1	113	97	0	98	95	90	1	101
O=C(NCc1ccco1)C1CC(=O)N(c2ccc(F)cc2)C1 (stereo unspecified)	99	98	2	104	102	98	13	99
O=C(COc1ccc(S(=O)(=O)N2CCc3ccccc32)cc1Cl)NCc1ccccn1	102	94	-7	98	101	99	0	104
Cc1cc(Nc2ccc(O)cc2)ccc1N	108	100	14	73	91	92	0	92
O=C(NCc1ccco1)c1cc(-c2ccccc2)nn1CC1CC(c2cccc([N+](=O)[O-])c2)=NO1 (stereo unspecified)	109	105	1	122	107	97	0	100
O=C(NCc1ccc(Cl)s1)c1cc(COc2c(F)cccc2F)on1	98	94	20	106	96	104	1	98
Cc1nc(C)c(C(=O)N/N=C/c2cc(Br)ccc2O)s1	107	98	-3	113	100	114	9	101
c1c(C2CCCCC2)n[nH]c1CN1CCCCC1	95	106	25	101	111	110	2	103
COC(=O)c1oc2ccccc2c1-n1cccc1	93	101	-3	90	95	99	0	94
CC(NC(=O)CN1C(=O)NC(Cc2ccccc2)(Cc2ccccc2)C1=O)C12CC3CC(CC(C3)C1)C2 (stereo unspecified)	102	101	10	100	105	/	5	111
CC(Oc1ccc(-c2nccc(-c3ccccn3)n2)cc1)C(=O)NN (stereo unspecified)	95	101	-29	104	99	108	0	95
Cc1ccnc(N2C(=O)CSC2c2ccc(Cl)cc2)c1 (stereo unspecified)	104	98	13	92	95	91	0	100
NC(=O)N/N=C/c1ccc(N2CCOCC2)s1	93	97	0	105	94	93	0	90
CCCCc1ccc(NC(=O)C2CCCO2)cc1 (stereo unspecified)	120	105	-2	99	106	112	3	107
CC(C)N(C(=O)Cn1cc(S(=O)(=O)CC(=O)Nc2ccccc2)c2ccccc21)C(C)C	115	109	12	89	104	102	0	113

(listing goes on)
smiles	LAP4 TOR yeast	RPL19A TOR yeast	VLA-4 inh	CR mimetic SO	AGP1-GFP MLPCN	CIT2 TOR yeast	GRK2 inh	MEP2 TOR yeast
C/C(=N\NC(=O)C1CC1)c1ccc(OC(F)F)cc1OC(F)F	105	102	21	96	99	96	0	108
COCc1cc(C)c2c(N)c(C#N)sc2n1	84	88	14	100	94	83	0	88
COCc1cc(CN2CCCC(C(=O)Nc3ccc(-c4ccco4)cc3)C2)ccc1OC (stereo unspecified)	99	107	-36	105	106	104	0	100
Cc1ccccc1NC(=O)Cn1cccc1	89	91	-4	106	86	97	1	95
CC(C)n1c(O)c(N=NC(=O)C2COc3ccccc3O2)c2ccccc21 (stereo unspecified)	102	104	0	111	97	93	0	102
C=C(C)C1CC=C(C)/C(=N/NC(=O)c2ccccc2[N+](=O)[O-])C1 (stereo unspecified)	108	94	1	100	100	92	0	100
COc1ccc(-c2ncc3ccccn23)cc1	102	100	-8	103	104	108	0	107
CCC1CCCCN1C(=O)c1ccc([N+](=O)[O-])o1 (stereo unspecified)	101	107	-5	120	107	106	1	112
Cc1ccc(S(=O)(=O)CC(O)COc2ccc(C#N)cc2)cc1 (stereo unspecified)	91	93	1	90	95	98	0	97
CCCN(CC(=O)Nc1ccccc1OC)C(=O)CCCN1C(=O)c2ccccc2C1=O	101	94	-23	101	95	93	0	102
CCn1cc(C(=O)NCc2ccco2)c(=O)c2cc(S(=O)(=O)N3CCCCCC3)ccc21	98	94	29	105	103	97	0	109
CO/N=C(\Cn1ncc(N2CCCC2)c(Br)c1=O)c1ccc(Cl)cc1	127	89	18	89	96	74	2	87
O=C(CN1C(=O)NC(Cc2c[nH]c3ccccc23)C1=O)Nc1cccc(S(=O)(=O)N2CCCC2)c1 (stereo unspecified)	99	98	1	92	104	98	3	105
CCCOc1ccc([C@@H]2C3CN(C(=O)OCC)CC=C3C(C#N)=C(N)C2(C#N)C#N)cc1OC (stereo partly specified)	107	/	8	109	109	103	1	102
CSc1ccc(C#N)cc1NC(=O)c1ccccc1C	109	93	-5	99	90	92	0	97
CN(C)c1ccc(/C=N/NC(=O)CCCCCNC(=O)c2ccccc2)cc1	105	102	-29	99	100	96	0	106
COc1ccc(CCNC(=O)c2cc(-c3cc(C)c(C)cc3O)n[nH]2)cc1OC	99	111	8	95	114	109	0	104
CC(OC(=O)c1cccc(S(=O)(=O)N2CCCCCC2)c1)C(=O)Nc1ccc(S(N)(=O)=O)cc1 (stereo unspecified)	113	99	13	111	110	102	2	106
COc1ccc(O)c(-c2[nH]ncc2C(=O)c2ccccc2)c1	91	92	2	97	90	87	0	92

Taken from above, 3 compounds:
smiles	LAP4 TOR yeast	RPL19A TOR yeast	VLA-4 inh	CR mimetic SO	AGP1-GFP MLPCN	CIT2 TOR yeast	GRK2 inh	MEP2 TOR yeast
C/C(=N\NC(=O)C1CC1)c1ccc(OC(F)F)cc1OC(F)F	105	102	21	96	99	96	0	108
COCc1cc(C)c2c(N)c(C#N)sc2n1	84	88	14	100	94	83	0	88
COCc1cc(CN2CCCC(C(=O)Nc3ccc(-c4ccco4)cc3)C2)ccc1OC (stereo unspecified)	99	107	-36	105	106	104	0	100

Bioassay records deposited in PubChem BioAssay by NMMLSC.
